High-throughput results: PubChem BioAssay, National Center for Advancing Translational Sciences (NCATS)
HP1b binding inh: HP1-beta chromodomain-methylated histone interaction inhibition | P83916 | AlphaScreen HP1-beta / biotin-H3K9me3 peptide binding | Potency, µM (doses to about 114 µM), without a hit: at the top dose activity change, negative = inhibition, most hits filed as inhibitors | actives 0.56% (n = 390,000) | AID 540317; also: nearly all actives have a fitted effect of over 70% in size; inactives centre near 23
Target sequence (P83916 whole entry, looked up): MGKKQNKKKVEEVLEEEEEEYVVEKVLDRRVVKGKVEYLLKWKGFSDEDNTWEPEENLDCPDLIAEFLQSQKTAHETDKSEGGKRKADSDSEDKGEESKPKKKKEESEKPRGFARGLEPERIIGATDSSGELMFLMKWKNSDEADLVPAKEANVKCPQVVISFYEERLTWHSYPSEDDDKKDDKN
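Compound inhibition of the preformed complex between 50 nM HP1-beta and 50 nM biotinylated H3K9me3 peptide was read by AlphaScreen. Buffer was PBS pH 7.4 with 0.01% Tween-20. Incubations ran 30 min at room temperature, with 10 ug/mL donor/acceptor beads.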
PGK inhibitor: T. brucei PGK inhibition | P07378 | Potency, µM (highest dose often 57.5 µM), for inactives: at the top dose activity change, negative = inhibition, most hits filed as inhibitors | PGK/GAPDH coupled, Kinase-Glo luminescence, 60 min | actives 0.043% (n = 380,000); also: % is scaled to controls: 0 for no effect and ±100 for the full control effect; nearly all actives have a fitted effect of over 60% in size
Target sequence (P07378 whole entry, looked up): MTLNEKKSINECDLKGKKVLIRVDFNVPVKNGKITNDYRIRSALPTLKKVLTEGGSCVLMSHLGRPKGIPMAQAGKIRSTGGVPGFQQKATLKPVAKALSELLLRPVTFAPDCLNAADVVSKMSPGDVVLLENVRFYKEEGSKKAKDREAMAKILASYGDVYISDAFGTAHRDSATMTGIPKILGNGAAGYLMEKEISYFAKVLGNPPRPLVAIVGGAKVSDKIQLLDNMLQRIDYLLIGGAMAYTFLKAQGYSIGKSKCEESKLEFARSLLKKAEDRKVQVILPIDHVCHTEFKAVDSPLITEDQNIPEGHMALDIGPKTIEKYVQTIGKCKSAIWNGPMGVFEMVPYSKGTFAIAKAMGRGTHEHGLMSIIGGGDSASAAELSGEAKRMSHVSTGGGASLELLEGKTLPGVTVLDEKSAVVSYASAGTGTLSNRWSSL
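Recombinant glycosomal PGK reaction used 1,3-bisphosphoglycerate generated in-well by GAPDH (100nM final) in 100mM TEA pH 7.6, 5mM MgCl2, 0.01% Tween-20. After 60 minutes at room temperature, ATP was read by Kinase-Glo Plus luminescence end-point.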
GLS inh: inhibitors of human glutaminase (GLS) | Potency, µM (series often up to 45.5 µM), inactives show at the top dose activity change, negative = inhibition, actives largely listed as inhibitors | actives 0.21% (n = 410,000) | GLS enzymatic activity, qHTS titration; also: % is scaled to controls: 0 for no effect and ±100 for the full control effect
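hKGA in 45 mM KH2PO4 pH 8.2, 0.02% Tween-20 with pin-transferred compounds; 1 mM L-glutamine (stock) plus glutamate oxidase/HRP/Amplex Red coupling added. Fluorescence read initially and after 30 min at RT.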
BAZ2B inh: inhibitors of human BAZ2B bromodomain | Q9UIF8 | AlphaScreen BAZ2B-H3K14Ac peptide displacement | Potency, µM (highest dose often 114 µM), for the others: top-dose activity change, negative = inhibition, usual class: inhibitors | actives 4.4% (n = 360,000) | AID 504333; also: % is scaled to controls: 0 for no effect and ±100 for the full control effect; nearly all actives have a fitted effect of over 60% in size
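Protein-peptide AlphaScreen: BAZ2B 50 nM, b-H3K14Ac 50 nM, 1x PBS pH 7.4 + 0.01% Tween-20. Preincubation 30 min RT; cpd 30 min RT (top 110 uM); beads 20 min RT, light-protected.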
Pin1 inhibitor: human Pin1 inhibition; Pin1 FP peptide displacement, HiFluor488, 10 min; Potency, µM (highest dose often 115 µM), for inactives: top-dose activity, negative = inhibition, hits mostly inhibitors; actives 0.009% (n = 390,000); active = well fitted inhibition curve with a large enough effect in the polarisation, with a control signal flat, not every such curve was filed as active; inconclusive = small, poorly fitted or top-dose-only effect, or effect the other way, or a change in a side signal; inactive = no such curve, though single readings can be large or run the other way; the % refers to the polarisation; also: % is scaled to controls: 0 for no effect and ±100 for the full control effect
Target sequence (Q13526 whole entry, looked up): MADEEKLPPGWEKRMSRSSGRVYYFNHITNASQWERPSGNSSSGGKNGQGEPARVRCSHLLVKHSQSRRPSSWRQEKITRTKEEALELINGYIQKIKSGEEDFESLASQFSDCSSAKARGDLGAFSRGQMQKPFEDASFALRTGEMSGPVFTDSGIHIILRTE
BLM helicase inh: inhibitors of human Bloom syndrome helicase BLM; P54132; recombinant BLM DNA unwinding, fluorescence dequenching; Potency, µM (titrated, usually from 56.1 µM), inactives show top-dose activity change, negative = inhibition, usual class: inhibitors; actives 0.2% (n = 350,000); AID 2528;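 also: plate controls were vehicle for no effect and no enzyme for full effect; nearly all actives have a fitted effect of over 35% in size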
G9a block: blocks human histone lysine methyltransferase G9a | G9a H3K9 monomethylation, AlphaScreen, 2 h | Potency, µM (doses to about 102 µM), without a hit: top-dose activity, negative = inhibition, usual class: inhibitors | actives 8.8% (n = 350,000) | AID 504332; also: % is scaled to controls: 0 for no effect and ±100 for the full control effect; nearly all actives have a fitted effect of over 75% in size
Target sequence (Q96KQ7 913-1193 limits assumed): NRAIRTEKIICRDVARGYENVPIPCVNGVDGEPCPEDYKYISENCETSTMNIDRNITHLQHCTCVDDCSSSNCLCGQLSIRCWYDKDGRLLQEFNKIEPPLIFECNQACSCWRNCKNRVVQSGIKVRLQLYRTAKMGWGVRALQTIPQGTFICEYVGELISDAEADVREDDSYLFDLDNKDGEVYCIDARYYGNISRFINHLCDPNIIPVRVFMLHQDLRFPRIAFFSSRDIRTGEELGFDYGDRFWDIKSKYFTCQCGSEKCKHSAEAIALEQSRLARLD
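AlphaScreen detection with an anti-monomethyl H3K9 antibody quantified product after a 2 h room-temperature reaction containing 500 nM biotinylated H3K9 peptide, 20 µM SAM and 20 nM enzyme, which had been preincubated 15 min with compound.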
JMJD2A Tudor inh: blocks the human JMJD2A Tudor domain | AlphaScreen JMJD2A-Tudor / H3K4me3 peptide binding | Potency, µM (series often up to 114 µM), inactives show top-dose activity change, negative = inhibition, most hits filed as inhibitors | actives 4.4% (n = 390,000) | AID 504339; also: % is scaled to controls: 0 for no effect and ±100 for the full control effect; nearly all actives have a fitted effect of over 50% in size
Pol iota inh: DNA polymerase iota (human) inhibition; Q9UNA4; Pol iota fluorescent replication assay, 10 min; Potency, µM (top dose mostly 115 µM), without a hit: at the top dose activity, negative = inhibition, actives largely listed as inhibitors; actives 1% (n = 390,000)
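Pol iota at 10 nM preincubated 15 min with compounds at room temperature; reaction started with fluorescent substrate, 50 nM final. Fluorescence read kinetically at 0 and 10 min; buffer-only wells as negative control.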
An asterisk follows results filed as active; i = inactive; ? = inconclusive; · = not tested or not shown; & = joins results of further samples; [ ] = dose if it differs, or a comment. Unless noted, calls follow the shape of the dose curve; as a rule, active = well fitted curve in the direction sought with a large enough effect; inconclusive = small, poorly fitted or top-dose-only effect, or another doubt; inactive = no such curve, though single readings can be large; an effect the other way counts as inactive or inconclusive. Potency is read from the fitted curve at half-maximal effect. An excerpt; count on the stated rates, not on these rows.

SMILES	HP1b binding inh	PGK inhibitor	GLS inh	BAZ2B inh	Pin1 inhibitor	BLM helicase inh	G9a block	JMJD2A Tudor inh	Pol iota inh
C/C(N)=C(/C#N)C(=O)CSc1nnc(Cc2ccccc2F)n1N	26.9%&54.1%	-14.0%&11.2%	-18.7%&3.2%	-26.2%	-6.6%&-4.6%	-14.3%	?	-13.9%&-3.8%	?
N=c1ccn2c(n1)OC1C(O)[C@@H](CO)O[C@H]12 (stereo partly specified)	38.8%[activator]	·	·	·	22.1%	·	·	-2.1%	?
CCOc1ccc(OCCC(=O)OCC(=O)Nc2ccc(N3CCOCC3)cc2)cc1	20.3%	-1.3%	2.1%	-30.1%	-1.5%	-3.5%	?	-23.6%	-23.8%
COC(=O)c1cc2ccccc2c(-c2c(O)ccc3ccccc23)c1O	-14.4%	i	16.5%	?	4.0%	-14.5%	?	?	13.8%
COc1ccc(CCCc2nnc(SCC(=O)Nc3ccccc3F)o2)cc1C	41.2%[activator]	-0.7%	0.7%	8.2%	-8.7%	-7.1%	0.0%[59 µM]	13.8%	-26.3%
Cc1ccc(N(C(=O)Cn2nnc3ccccc32)C(C(=O)NCc2ccco2)c2ccc(C)o2)cc1 (stereo unspecified)	5.1%	-9.4%	-0.5%	-36.6%	-0.3%	-4.2%	?	-12.3%	7.6%
Cc1oc(-c2ccc(C(=O)Nc3ccc(F)cc3F)cc2)nc1COc1ccccc1	27.5%	-1.1%	-4.5%	-3.9%	12.5%	-5.9%	-14.7%[59 µM]	-2.4%	-17.9%
CC(C#N)Sc1nnc(Nc2ccccc2)s1 (stereo unspecified)	34.2%	-5.3%	4.4%	-3.0%	4.1%	1.1%	7.9%	-16.6%	79.3%[activator]
O=C(NCc1n[nH]c(=S)n1-c1cccc(C(F)(F)F)c1)c1ccco1	27.2%	1.8%	-18.6%	18.0%	3.1%	1.3%	12.6µM*	12.6µM*	21.8%
Cc1cccn2c(Nc3ccccc3)c(-c3cccs3)nc12	64.2%[activator]	-7.4%	7.7%	-25.2%	3.2%	-9.0%	-35.9%[59 µM]	?	-2.9%
CC(=O)N[C@@H](C)c1nc2ccccc2n1CCCN1CCN(c2nc(-c3ccc(C)cc3)cs2)CC1	-17.2%	-7.0%	8.0%	?	4.1%	-5.9%	44.7µM*	?	33.9%
O=Cc1ccc2noc(-c3ccc(F)cc3)c2c1	-4.6%	-7.9%	19.0%	2.4%	?	-1.0%	0.1%[12.7 µM]	-9.1%	6.9%
Clc1cccc(OCCN2CCCC2)c1	26.2%	-1.4%	3.7%	-0.6%	-4.4%	-1.2%	?	-9.5%	43.6%[activator]
CCOC(=O)Cn1cc(/C=C(\C#N)C(=O)N2CCOCC2)c2ccccc21	18.6%	2.9%	1.2%	-12.2%	6.2%	-2.7%	2.2%	-16.0%	167.4%[activator]
Cc1ccc(S(=O)(=O)N2CCSC2)cc1C	15.6%	·	9.6%	7.9%	-10.6%	-9.3%	7.3%[59 µM]	-3.7%	-0.8%
O=c1cc(-c2ccc(O)cc2)oc2c([C@@H]3O[C@H](CO)[C@@H](O)[C@H](O)[C@H]3O)c(O)c([C@@H]3O[C@H](CO)[C@@H](O)[C@H](O)[C@H]3O)c(O)c12	16.9%	-2.1%	11.1%	-17.2%	-0.1%	-1.7%	?	-14.1%	-1.0%
CC(=O)N(C)c1ccc(NC(=O)Cc2cccs2)cc1	42.8%[activator]	-9.9%	2.3%	-27.2%	-6.4%	-5.7%	?	-5.5%	?
CCN1CCN(C(=O)C2CCC(CNS(=O)(=O)c3ccccc3)CC2)CC1 (stereo unspecified)	11.9%	-8.0%	0.5%	-2.8%	2.2%	-4.7%	-39.8%[59 µM]	-13.8%	12.4%
COc1ccccc1N1CCN(CC(O)COc2ccc(C)cc2C(C)(C)C)CC1 (stereo unspecified)	?	-6.5%	1.3%	31.6µM*	-2.7%	-12.4%	14.1µM*	?	?
COC(=O)c1sccc1NC(=O)CSCCc1ccccn1	31.2%	-6.4%	-2.3%	9.4%	-5.5%	-0.5%	?	10.5%	33.4%[activator]

Structural class: those above with a thiophene ring, fused or not.
SMILES	HP1b binding inh	PGK inhibitor	GLS inh	BAZ2B inh	Pin1 inhibitor	BLM helicase inh	G9a block	JMJD2A Tudor inh	Pol iota inh
Cc1cccn2c(Nc3ccccc3)c(-c3cccs3)nc12	64.2%[activator]	-7.4%	7.7%	-25.2%	3.2%	-9.0%	-35.9%[59 µM]	?	-2.9%
CC(=O)N(C)c1ccc(NC(=O)Cc2cccs2)cc1	42.8%[activator]	-9.9%	2.3%	-27.2%	-6.4%	-5.7%	?	-5.5%	?
COC(=O)c1sccc1NC(=O)CSCCc1ccccn1	31.2%	-6.4%	-2.3%	9.4%	-5.5%	-0.5%	?	10.5%	33.4%[activator]

(further entries)
SMILES	HP1b binding inh	PGK inhibitor	GLS inh	BAZ2B inh	Pin1 inhibitor	BLM helicase inh	G9a block	JMJD2A Tudor inh	Pol iota inh
CC(C)c1ccc(S(=O)(=O)NC2CCCC2)cc1	64.8%[activator]	2.4%	15.3%	0.2%	-1.6%	-10.4%	-3.6%	4.8%	36.2%[activator]
O=C(Cc1cccs1)NC1CC(=O)N(c2ccc(Cl)cc2)C1 (stereo unspecified)	22.7%	-5.6%	-2.0%	-8.0%	-2.3%	-0.9%	-2.4%[59 µM]	-25.6%	22.3%
CCOc1ncccc1C(=O)OCc1cc(=O)oc2c(C)c(C)ccc12	19.7%	8.2%	13.7%	0.4%	-8.4%	-0.7%	1.1%	-5.0%	8.4%
COc1ccc(Cl)cc1NC(=S)NCCc1c[nH]c2ccccc12	-22.9%	-0.2%	5.5%	39.8µM*	26.1%	-13.7%	?	50.1µM*	?
C=C1c2cc(C)ccc2NC(=O)N1c1ccc(C)cc1	29.1%	-2.5%	6.4%	-11.4%	-5.8%	-2.1%	10µM*	0.4%	32.1%[activator]
CCC(CC)C(=O)Nc1cc(OC)c(OC)cc1C(=O)O	5.2%	i	1.1%	-29.2%	-2.2%	0.0%	-26.0%[59 µM]	-28.2%[11.4 µM]	-14.0%
CCSc1nnc([C@H](C)NC(=O)OC(C)(C)C)o1	5.5%	0.3%	0.9%	5.7%	-16.9%	-3.5%	-1.5%	-4.4%	13.2%
O=C(CN1CCN(C(=O)C2COc3ccccc3O2)CC1)Nc1ccccc1 (stereo unspecified)	24.8%	0.1%	1.8%	-10.1%	-7.2%	-9.7%	·	-15.4%	10.1%
Cc1c(C(=O)NCc2ccccn2)sc2nc(-c3ccccc3)cn12	26.8%	-4.3%	13.6%	-1.1%	3.2%	4.7%	-36.1%	-27.2%	-1.9%
CCOc1ccc(C(=O)NCC2(c3ccccc3)CCOCC2)cc1	56.7%[activator]	·	-4.0%	-19.5%	-7.9%	-4.5%	-3.1%[59 µM]	0.0%	20.2%

Records listed so far printed as active in JMJD2A Tudor inh.
SMILES	HP1b binding inh	PGK inhibitor	GLS inh	BAZ2B inh	Pin1 inhibitor	BLM helicase inh	G9a block	JMJD2A Tudor inh	Pol iota inh
O=C(NCc1n[nH]c(=S)n1-c1cccc(C(F)(F)F)c1)c1ccco1	27.2%	1.8%	-18.6%	18.0%	3.1%	1.3%	12.6µM*	12.6µM*	21.8%
COc1ccc(Cl)cc1NC(=S)NCCc1c[nH]c2ccccc12	-22.9%	-0.2%	5.5%	39.8µM*	26.1%	-13.7%	?	50.1µM*	?

Further results:
SMILES	HP1b binding inh	PGK inhibitor	GLS inh	BAZ2B inh	Pin1 inhibitor	BLM helicase inh	G9a block	JMJD2A Tudor inh	Pol iota inh
C/C(=N\NS(=O)(=O)c1ccc(Br)cc1)c1ccncc1	22.3%	-0.8%	0.2%	-1.6%	2.1%	-4.4%	0.3%	-11.0%	?
Cn1c(=O)n(C)c2cc(NS(=O)(=O)c3cccs3)ccc21	28.8%	-4.4%	0.0%	?	-10.4%	-2.7%	?	-6.3%	64.7%[activator]
Cn1c(=O)n(CC(=O)O)c(=O)c2c1nc1n2CCCN1c1ccc(Cl)cc1	56.1%[activator]	-0.4%	5.6%	-16.7%	5.3%	-0.9%	11.7%[59 µM]	-16.8%	15.0%
Cc1ccc(S(=O)(=O)c2cn(CC(=O)Nc3ccc4c(c3)OCO4)c3ccc(F)cc3c2=O)cc1	18.1%	-3.0%	0.3%	-15.8%	23.3%	-9.3%	-7.3%[59 µM]	-10.9%	33.6%[activator]
Cc1ccc(-c2nc3sc(CCNS(=O)(=O)c4cc(F)ccc4F)c(C)n3n2)cc1	41.2%[activator]	0.9%	4.3%	3.0%	1.7%	-5.5%	3.0%[59 µM]	-10.4%	12.9%
Cc1nn(CC(=O)NCCCN2CCC(N3CCCCC3)CC2)c(=O)c2cc(-c3ccccc3)nn12	18.0%	i	-5.3%	-8.5%	-1.8%	5.9%	-7.0%	-20.8%	12.5%
COC(=O)C(NS(C)(=O)=O)(c1c(C)[nH]c2ccccc12)C(F)(F)F (stereo unspecified)	38.2%	i	-8.8%	2.8%	-10.1%	-0.7%	0.2%[59 µM]	-4.9%	19.4%
Cc1csc2nc(COC(=O)c3ccc(NC(=O)COc4ccccc4F)cc3)cc(=O)n12	32.6%	-11.6%	-1.1%	2.1%	25.0%	0.0%	6.3%[12.7 µM]	8.6%	-15.0%
CCOc1cccc(C(=O)N/N=C/c2coc3ccccc3c2=O)c1	62.4%[activator]	3.0%	28.7%	-9.7%	5.4%	-8.4%	31.7%	3.5%	17.8%
Cc1ccc(N(CC(=O)N2CCCCC2)S(=O)(=O)c2ccc(C)cc2)cc1	14.2%	i	1.7%	-6.8%	-3.7%	-1.0%	·	-5.5%	55.4%[activator]
COc1ccc(/C=N/NC(=O)c2ccco2)cc1Cn1nc(C)c([N+](=O)[O-])c1C	16.7%	i	-1.6%	-31.6%	1.7%	-1.7%	-23.0%	-20.4%	90.8%[activator]
CCCCCC1C/C(=N\O)C=C(C)C1C(=O)OC (stereo unspecified)	36.7%	-3.2%	13.3%	-2.5%	3.0%	-6.6%	·	-8.3%	4.0%
CC(=O)c1cccc(NC(=S)NC(=O)Cc2ccccc2)c1	54.0%[activator]	i	-1.8%	?	-2.9%	-8.2%	22.4µM*	-3.4%	26.6%
